# Compound activity: PubChem, several laboratories
# Kir21 block: blocks the mouse Kir2.1 inward-rectifier potassium channel. HEK293-Kir2.1, FluxOR thallium flux fluorescence; hits give low values. B-score at 10 µM. hit rate 0.85% among 310,000. AID 1672;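 active means fluorescence ratio B-score at or below minus 3 SD of library scores, with starting-brightness B-score within 2 SD, cut at about -4.2 in these data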;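 further: channel flux triggered by added potassium and thallium sulfate stimulus; B-score of peak minus minimum fluorescence over baseline after thallium stimulus; more negative B-score means stronger Kir2.1 block with less thallium influx; some compounds called inactive have numbers as strong as hits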
# Target sequence (P35561 whole entry, looked up): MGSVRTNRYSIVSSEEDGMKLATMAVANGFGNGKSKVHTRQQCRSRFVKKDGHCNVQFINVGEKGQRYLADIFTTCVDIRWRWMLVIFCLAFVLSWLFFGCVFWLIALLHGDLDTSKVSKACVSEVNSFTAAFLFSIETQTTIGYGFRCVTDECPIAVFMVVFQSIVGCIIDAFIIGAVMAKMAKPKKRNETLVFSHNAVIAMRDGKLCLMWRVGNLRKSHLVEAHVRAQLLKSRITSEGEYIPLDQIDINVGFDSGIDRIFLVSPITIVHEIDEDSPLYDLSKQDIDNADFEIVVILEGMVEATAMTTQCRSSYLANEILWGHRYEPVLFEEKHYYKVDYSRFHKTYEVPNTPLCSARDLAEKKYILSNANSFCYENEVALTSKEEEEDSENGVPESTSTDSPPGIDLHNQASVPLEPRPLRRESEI
# STK33 kinase inh: blocks human STK33 kinase activity. hit rate 0.073% among 320,000. Q9BYT3. AID 2661. purified STK33, MBP phosphorylation, ADP-Glo luminescence. inhibition, % at 10 µM;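 active means inhibition at or above 25%, using the most active replicate where run in duplicate; inactive means inhibition below 25%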
# Target sequence (Q9BYT3 whole entry, looked up): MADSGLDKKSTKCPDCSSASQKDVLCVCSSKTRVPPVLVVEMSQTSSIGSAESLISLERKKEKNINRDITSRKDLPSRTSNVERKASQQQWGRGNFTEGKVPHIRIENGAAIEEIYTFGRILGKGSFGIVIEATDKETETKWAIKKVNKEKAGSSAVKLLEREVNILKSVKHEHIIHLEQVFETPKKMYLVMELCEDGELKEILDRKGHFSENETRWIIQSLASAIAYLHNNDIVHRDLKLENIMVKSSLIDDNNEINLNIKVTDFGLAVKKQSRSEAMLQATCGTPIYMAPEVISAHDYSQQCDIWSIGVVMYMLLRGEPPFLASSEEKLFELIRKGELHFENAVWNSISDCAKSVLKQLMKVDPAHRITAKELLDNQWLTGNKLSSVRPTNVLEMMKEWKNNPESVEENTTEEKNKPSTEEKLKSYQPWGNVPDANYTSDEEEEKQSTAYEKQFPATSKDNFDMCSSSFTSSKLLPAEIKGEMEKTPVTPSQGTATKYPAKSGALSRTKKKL
# An asterisk follows results filed as active; . = not tested or not shown.
# The opening two entries, to show the layout:
Kir21 block | STK33 kinase inh | molecule
-0.12 | -1.1 | CCC1(C)Cc2c(sc3c2c(=O)n(C)c2nnc(SCc4ccc5c(c4)OCO5)n32)CO1 (stereo not drawn)
0.64 | -1.4 | Cc1cccc(NC(=O)c2ccc(Cl)nc2)n1

# The list itself, repeating the preview:
Kir21 block | STK33 kinase inh | molecule
-0.12 | -1.1 | CCC1(C)Cc2c(sc3c2c(=O)n(C)c2nnc(SCc4ccc5c(c4)OCO5)n32)CO1 (stereo not drawn)
0.64 | -1.4 | Cc1cccc(NC(=O)c2ccc(Cl)nc2)n1
1.9 | -1.4 | CCCOc1ccccc1/C=N/Nc1ccnc(=O)[nH]1
0.96 | -3.3 | CCOC(=O)C1=NNC(C(=O)c2ccc(C)cc2)C1c1ccc(C)cc1 (stereo not drawn)
-0.06 | 3.4 | CCCCOc1ccc(C(=O)N2CCCCCC2)cc1
0.8 | . | O=C(CCc1nc2ccccc2c(=O)[nH]1)Nc1cccc(S(=O)(=O)N2CCOCC2)c1
0.81 | 2.2 | CC1(c2ccc3ccccc3c2)NC(=O)N(CC(=O)N2CCN(c3ccccc3O)CC2)C1=O (stereo not drawn)
-0.05 | -0.2 | CCOC(=O)/C(=N/Nc1ccc(C)cc1)S(=O)(=O)c1ccc(Cl)cc1
0.18 | -0.5 | O=S(=O)(N1CCCCC1)n1nnc2ccccc21
1 | 1.1 | CC(=O)c1ccc(NC(=O)c2noc3c2CCC3)cc1
-1.3 | -1.5 | CCOC(=O)CSc1ccc(S(=O)(=O)N2CCCCC2)cc1[N+](=O)[O-]
-0.04 | 5.4 | Cc1cc(-c2n[nH]c(=S)n2/N=C/c2cccs2)n[nH]1
-2 | -1.1 | O=C1CC(c2c[nH]c3ccccc23)C(=O)N1 (stereo not drawn)
-2.8 | -2.1 | COc1cc(/C(C)=N/N2CCOCC2)cc(OC)c1OC
0.34 | -0.1 | Cc1ccc(CNC(=O)C2CCCN(C(=O)Nc3ccc(F)cc3)C2)cc1 (stereo not drawn)
-1.6 | 0.2 | CC(C)(C)c1nn2cnnc2n(/N=C/c2ccccc2)c1=O
-0.15 | -0.1 | COCCn1nnnc1C(c1ccc(Cl)cc1)N1CCSCC1 (stereo not drawn)
3.2 | 3.8 | COc1ccccc1C(=O)Nc1ccc2c(c1)OCO2
1.4 | 1.7 | O=C1C(Cl)=C(Nc2ccc(O)cc2)C(=O)c2ccccc21
1.9 | 0.1 | O=C(OCC(=O)N1CCOCC1)c1cc(F)c(F)cc1Cl
-0.81 | 0.0 | CCOC(=O)Cn1c2ccccc2c2nc(C)sc21
0.89 | 1.3 | COc1cc(/C=C/c2cccc[n+]2C)ccc1OCC(=O)Nc1cccc(Cl)c1
-0.86 | -1.0 | Cc1cc(NC(=O)CC(F)(F)F)n(-c2ccccc2)n1
0.51 | . | CC(=O)c1ccc(-n2nnnc2SCC(=O)N2CCc3ccccc3C2)cc1
1.9 | -0.5 | CSc1ccc(CN(C)CC(=O)Nc2ccc(NC(C)=O)cc2)cc1
. | -1.3 | COc1ccc(S(=O)(=O)N(C)C[C@@H]2Oc3c(NS(C)(=O)=O)cccc3C(=O)N([C@@H](C)CO)C[C@H]2C)cc1
1 | 1.2 | CCNc1nc(Oc2ccc(=O)n(C)n2)nc(N2CCOCC2)n1
-0.49 | 0.4 | COc1ccc(OC(C)C(=O)Nc2ccccc2C(F)(F)F)cc1 (stereo not drawn)
-0.36 | -1.7 | COc1ccc(C(=O)NCc2nnc(SCC(=O)Nc3cccc(C(F)(F)F)c3)o2)cc1OC
0.05 | -0.5 | CC1CCN(C(=O)c2ccc(NS(C)(=O)=O)cc2)CC1
2.5 | -0.6 | O=C(Cc1ccc([N+](=O)[O-])cc1)Nc1ccc2c(c1)OCO2
0.39 | 6.2 | CC(NC(=O)c1ccc2ccccc2n1)c1ccc(S(N)(=O)=O)cc1 (stereo not drawn)
0.51 | 0.6 | Cc1cccc(NC(=S)NCc2ccc3[nH]c4c(c3c2)CCCC4)c1
0.19 | -1.5 | Nc1cc(=O)[nH]c(SCC(=O)Nc2cccc([N+](=O)[O-])c2)n1
-0.21 | -0.7 | O=C(N/N=C/c1cc(Br)cc(Br)c1O)c1cccc(S(=O)(=O)N2CCOCC2)c1
-0.18 | 2.4 | Cc1ccc(-c2nc3sc(C(N)=O)c(N)c3c3c2CCCC3)cc1
-1.9 | -2.0 | S=C(NC1CCCCC1)c1ccc2c(c1)OCO2
0.75 | 0.2 | COc1ccc(N2C(=O)CCC(C(=O)c3ccccc3)=C2C)cc1
-4.1 | 0.4 | Cc1ccc(SCC(=O)N2N=CCC2c2ccccc2)cc1 (stereo not drawn)
-1.7 | 0.3 | CCOc1ccccc1NC(=O)COC(=O)CCOc1cc(C)ccc1C
-0.41 | 0.7 | CCCOc1ccc(-c2csc3nc[nH]c(=O)c23)cc1
0.22 | 0.9 | CN1CCN(c2nc(Nc3ccccc3)nc(N)c2[N+](=O)[O-])CC1
-0.88 | 0.3 | O=C1CCC(C(=O)N2CCc3ccccc3C2)CN1CCCN1CCOCC1 (stereo not drawn)
-0.3 | -2.4 | CCOc1ccccc1N=Cc1c(O)c2ccccc2oc1=O
-0.52 | -1.5 | Cc1nc(C)c(-c2ccccc2)c(=O)[nH]1
0.05 | -3.2 | CCOC(=O)c1sc2ncn(/N=C/c3ccc(O)cc3)c(=O)c2c1C
2 | -0.5 | Cc1nn(-c2ccccn2)c2nc(-c3cccs3)cc(C(=O)N3CCOCC3)c12
-3.4 | 0.9 | CC(C)(C)C1CC=C2C(C#N)=C(N)C(C#N)(C#N)C(c3cccs3)C2C1 (stereo not drawn)
-1.2 | -0.4 | CCN1C(=O)c2cccc3c(S(=O)(=O)Nc4ccccc4)ccc1c23
-3.7 | 0.1 | CN(C)CCCN(C(=O)c1ccc2c(c1)OCCO2)c1nc2cc3c(cc2s1)OCO3
-0.51 | -0.8 | O=C(COc1ncnc2sccc12)NC1CCS(=O)(=O)C1 (stereo not drawn)
1.9 | 0.7 | Cc1ccc(NC2=CC(=O)CC(C)(C)C2)c(N)c1
1.2 | -0.2 | COc1ccc(Oc2nc(C)cc(C)c2C#N)cc1
-0.53 | 0.0 | Cc1cccc(C(=O)OCC(=O)NCC(C)C)c1O
-0.21 | 1.3 | O=C(/C=C/Nc1cccc(O)c1)c1ccccc1
1.9 | -0.5 | Cc1nc2c(sc(=S)n2Cc2ccco2)c(=O)n1CC(=O)Nc1cc(F)ccc1F
1.1 | 0.3 | Cc1cc(C(F)F)n2nc(C(=O)Nc3sc4c(c3C#N)CCC(C)C4)nc2n1 (stereo not drawn)
0.04 | -0.4 | Cc1ccn2c(Nc3ccccc3C)c(-c3ccccn3)nc2c1
. | 10 | CCCn1c(NC(=O)CCNC(=O)c2ccccc2Cl)nc2ccccc21
0.16 | -1.1 | O=C(NC1CCCCC1)C1CC(=O)N(c2ccccc2)C1 (stereo not drawn)

# The results go on:
Kir21 block | STK33 kinase inh | molecule
0.45 | 1.4 | C/C(=N/NC(=O)c1cc(C(C)C)[nH]n1)c1cccs1
0.4 | 0.1 | CCOc1cc(N2CCOCC2)c(OCC)cc1NC(=O)CN1C(=O)NC(C)(C2CC2)C1=O (stereo not drawn)
. | -2.5 | N#C/C(=C/c1ccc(-c2ccc(S(N)(=O)=O)cc2)o1)c1nc2ccccc2s1
0.05 | 0.1 | c1cnc2c(c1)ncc1cscc12
-0.04 | -0.6 | CCOC(=O)CC(=O)CSC1=C(C#N)C(c2ccccc2OC)CC(=O)N1 (stereo not drawn)
0.18 | -1.2 | COc1ccccc1-n1c(C)nnc1SCC(N)=O
-0.1 | -0.7 | COCCCn1c(=N)c(C(=O)NCC2CCCO2)cc2c(=O)n3ccccc3nc21 (stereo not drawn)
-1.3 | -1.6 | CSc1cccc(NC(=O)CNC(=O)C2CCCCC2)c1
0.78 | -0.4 | CCc1ccc(NS(=O)(=O)c2ccc(OC)c3ncccc23)cc1
0.52 | 1.2 | CCCS(=O)(=O)N1CCN(c2ccccn2)CC1
. | -0.3 | CCC(C)(C)C1CCC2(CC1)NC(=O)N(CC(=O)NCCc1ccc(OC)c(OC)c1)C2=O (stereo not drawn)
1.7 | -0.3 | Cc1cc(C)cc(OCCCCn2cncn2)c1
0.64 | -2.3 | COc1ccc(CNC(=O)c2cc(C)nn2-c2ccccc2)cc1
-0.26 | -0.7 | Cc1cc(CNC(=O)COc2ccc(C)c(C)c2)c2ccccc2n1
0.24 | -0.7 | C=CCn1cc(C(=O)NCCCOC)c(=O)c2cc(S(=O)(=O)N(CC)CC)ccc21
-0.6 | 1.6 | CC(=O)N1CCC2(CC1)CC(=O)c1cc(Cl)ccc1O2
-0.45 | . | COc1ccc(OC)c(/C=N/NC(=O)c2cc(-c3ccc(C)o3)nc3ccccc23)c1
-0.02 | -0.1 | O=C1/C(=C/c2ccc(N3CCOCC3)o2)SC(=Nc2ccccc2)N1CCc1c[nH]c2ccccc12
-0.81 | -0.7 | CC(=O)Nc1ccc(S(=O)(=O)N[C@H](C(=O)O)C(C)C)cc1
-0.56 | -0.1 | COc1ccc2cc(C3(C)NC(=O)N(CC(=O)NCc4ccco4)C3=O)ccc2c1 (stereo not drawn)
-1.3 | -1.1 | COc1cc(C(=O)N2CCN(C(=O)CC(C)C)CC2)cc(OC)c1OC
0.07 | -2.2 | C=CCn1c(SCC(=O)NC2CCCCC2)nnc1C1CCCCC1
0.35 | 0.3 | CN(C)S(=O)(=O)N(CC(=O)N1CCN(Cc2ccccc2)CC1)c1ccccc1
0.58 | -0.4 | CN(C)C(=O)NC(Nc1cccc([N+](=O)[O-])c1)C(Cl)(Cl)Cl (stereo not drawn)
1.1 | 0.0 | CCc1ccc(OCc2nnc(SCc3ccc(C(=O)O)cc3)o2)cc1
-0.01 | 0.5 | CCOc1ccc(CCNC(=O)c2ccc(N3CCCC3=O)cc2)cc1OCC
-0.17 | -1.5 | O=C(CCCC(=O)OCC(F)(F)C(F)F)Nc1nccs1
0.11 | -0.4 | O=C(CCc1nnc(Cc2ccc(-c3ccccc3)cc2)o1)NCCc1ccccn1
0.22 | -1.5 | O=C(NCc1cccs1)C1CCCN1C(=O)NC1CCCCC1 (stereo not drawn)
0.31 | -0.1 | CCOc1ccccc1C(=O)NCC(=O)NCC1CCCCC1

# Complete entries, looked up by structure.
# `N#C/C(=C/c1ccc(-c2ccc(S(N)(=O)=O)cc2)o1)c1nc2ccccc2s1` is entered as Kir21 block: .; STK33 kinase inh: -2.5
# `CCOc1ccccc1N=Cc1c(O)c2ccccc2oc1=O` is entered as Kir21 block: -0.3; STK33 kinase inh: -2.4
# `CC1(c2ccc3ccccc3c2)NC(=O)N(CC(=O)N2CCN(c3ccccc3O)CC2)C1=O` (stereo not drawn) is entered as Kir21 block: 0.81; STK33 kinase inh: 2.2

# Retrieved by structure from the list above, 2 records:
Kir21 block | STK33 kinase inh | molecule
0.31 | -0.1 | CCOc1ccccc1C(=O)NCC(=O)NCC1CCCCC1
-0.45 | . | COc1ccc(OC)c(/C=N/NC(=O)c2cc(-c3ccc(C)o3)nc3ccccc23)c1

# (cont.)
Kir21 block | STK33 kinase inh | molecule
0.8 | 2.2 | COc1ccc(C(=O)NNC(=O)Cc2ccc(Cl)cc2)cc1
1.1 | -0.6 | COC(=O)c1ccc(Cl)c(NC(=O)CN2CCN(Cc3ccccc3)CC2)c1
-0.43 | -1.2 | COc1ccc(/C=C2\N=C(C)OC2=O)cc1OC
0.85 | 1.0 | O=C(CN1CCCCC1)Nc1ccc(NC(=O)c2ccccc2Cl)cc1Cl
-0.87 | -1.1 | CCN(C(=O)CSc1ncnc2sc(C)c(C)c12)C1CCS(=O)(=O)C1 (stereo not drawn)
1.4 | -0.2 | Cc1ccc(C(=O)NCc2ccccc2)cc1Br
. | -1.6 | COc1ccc(NC(=O)CSc2nnnn2C2CC2)cc1S(=O)(=O)N1CCOCC1
0.87 | -0.7 | CS/C(=N\S(=O)(=O)c1cccs1)NC(=O)CSc1nc2ccccc2s1
1.3 | -2.5 | O=C1CC(N2CCOCC2)C(=O)N1c1ccccc1Cl (stereo not drawn)
-0.09 | -0.4 | COc1ccccc1NS(=O)(=O)c1cccc(NC(=O)c2nc3nc(C)cc(C)n3n2)c1
0.48 | 1.6 | COc1ccc(N(CC(=O)NCCc2cccc(C)c2)S(=O)(=O)c2c(C)noc2C)cc1
-1.9 | 0.9 | Cc1cc(C)n2nc(C(=O)Nc3nccs3)nc2n1
-0.29 | -0.4 | O=[N+]([O-])c1ccc(/C=C/c2ccncc2)cc1
-4.7* | -0.3 | S=C(Nc1ccc(Cl)cc1)NC1CC2CCC(C1)N2Cc1ccccc1 (stereo not drawn)
-0.43 | -2.8 | CN(C)c1ccc(NC(=O)CN2CCN(CC(=O)Nc3ccc(F)cc3)CC2)cc1
-0.88 | -0.3 | CCCC(=O)Nc1c(-c2ccccc2OC)c(=O)c2ccccc2n1C
. | -2.3 | N#CCSc1ccccc1NC(=O)CN1C(=O)C(=O)N(Cc2ccccc2)C1=O
0.37 | -0.1 | Cc1ccc(CNC(=O)c2cnccn2)cc1
-1.6 | -1.8 | CC(=O)NCc1ccc(C(=O)CSc2nnc(-c3ccncc3)n2Cc2ccccc2)o1
0 | -2.2 | COCCNC(=S)N(Cc1cc2cc(C)ccc2n2nnnc12)C1CCCC1
-0.26 | 1.3 | C=CCN1C(=O)C(CC(=O)Nc2ccc(OCC)cc2)N(Cc2ccccn2)C1=S (stereo not drawn)
0.21 | -0.9 | C/C(=C/CCC(C)[C@H]1CC[C@@]2(C)C3=C(CC[C@]12C)[C@@]1(C)CCC(=O)C(C)(C)[C@@H]1CC3)C(=O)O (stereo partly drawn)
. | -0.4 | COc1ccc(NC(=O)c2ccc(OCC3CCCO3)cc2)cc1OC (stereo not drawn)
-0.18 | -0.6 | O=C(Cn1nc2sc3ccccc3n2c(=O)c1=O)c1cccs1
0.05 | 0.1 | O=C(CN(CCc1ccccc1)C(=O)CNS(=O)(=O)c1ccc(F)cc1)NCC1CCCO1 (stereo not drawn)
0.68 | 0.3 | COc1ccc(N2Cc3ccccc3C2=NC(=O)c2cncc(Br)c2)cc1
